High-throughput results (PubChem BioAssay)
GSK3A inh – human GSK-3 alpha kinase inhibition; inhibition, % at 10 µM; hit rate 0.1% among 320,000; P49840; ADP-Glo luminescence, 60 min;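 in the data active = inhibition above about 50%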;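 also: GST-tagged GSK-3 alpha with peptide substrate and 25 µM ATP; 0% = DMSO neutral wells and 100% = GW8510 positive control wells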
DYRK1A inh – inhibitors of rat Dyrk1A kinase; hit rate 0.43% among 310,000; ADP-Glo luminescence, NFATc1 peptide; inhibition, % at 12.5 µM; in the data active = inhibition above about 50%;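 also: plate controls were vehicle with enzyme for no effect and no enzyme for full effect; many of its hits are not listed in these tables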
HDAC3 inh – inhibitors of human histone deacetylase 3. recombinant HDAC3, fluorogenic peptide/trypsin coupled, fluorescence. inhibition, % at 8.3 µM. O15379. hit rate 0.15% among 320,000; in the data active = inhibition above about 26%, passing the limit was not always enough
Target sequence (O15379 whole entry, looked up): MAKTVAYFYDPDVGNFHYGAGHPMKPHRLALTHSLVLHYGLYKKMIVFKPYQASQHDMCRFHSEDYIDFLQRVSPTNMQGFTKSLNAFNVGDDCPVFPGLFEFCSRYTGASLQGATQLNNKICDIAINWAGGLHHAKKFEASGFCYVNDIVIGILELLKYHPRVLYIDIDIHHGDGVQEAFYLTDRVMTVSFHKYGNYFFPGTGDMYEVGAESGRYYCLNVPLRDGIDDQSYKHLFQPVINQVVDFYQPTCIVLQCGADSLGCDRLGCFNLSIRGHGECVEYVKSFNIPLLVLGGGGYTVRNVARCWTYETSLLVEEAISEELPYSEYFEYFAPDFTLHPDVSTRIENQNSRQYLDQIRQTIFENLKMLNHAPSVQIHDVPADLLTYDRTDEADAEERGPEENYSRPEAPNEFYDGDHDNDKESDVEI
GSK3B inh – inhibitors of human GSK3beta kinase; P49841; GST-GSK3beta kinase, ADP-Glo luminescence, 60 min; active compounds read low; activity score (negative = inhibition), % at 10 µM; hit rate 0.038% among 300,000;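 active = more than half of replicate wells score below -50%, meaning over 50% inhibition versus plate controls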;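 also: 0% = median DMSO wells and -100% = median GW8510 positive control wells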
Target sequence (P49841 whole entry, looked up): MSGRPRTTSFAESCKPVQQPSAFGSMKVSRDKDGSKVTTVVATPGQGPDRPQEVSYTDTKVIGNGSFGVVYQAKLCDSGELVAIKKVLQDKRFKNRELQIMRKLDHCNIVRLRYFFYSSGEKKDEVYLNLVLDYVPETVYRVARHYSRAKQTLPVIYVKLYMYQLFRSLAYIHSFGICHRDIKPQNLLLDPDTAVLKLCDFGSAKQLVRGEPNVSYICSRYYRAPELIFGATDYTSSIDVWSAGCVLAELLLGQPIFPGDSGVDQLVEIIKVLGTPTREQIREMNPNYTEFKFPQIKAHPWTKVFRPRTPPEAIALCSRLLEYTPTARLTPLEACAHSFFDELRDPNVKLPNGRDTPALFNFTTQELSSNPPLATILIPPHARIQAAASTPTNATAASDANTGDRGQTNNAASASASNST
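Test system: GST-tagged human GSK3beta kinase, cell-free; evaluation: activity score scaled between in-plate DMSO and GW8510 controls; measured by: ADP-Glo luminescence; incubation: 60 min reaction, RT; benchmarks: DMSO and 20 µM GW8510; reagent: peptide substrate plus 25 µM ATP (final); medium: Tris/MgCl2 kinase buffer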
Platelet DG rel – platelet dense granule release activity; human platelet-rich plasma, SFLLRN dense granule ATP release, luminescence; inhibition, %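 (compounds screened at 7.5 µM in platelet-rich plasma)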; hit rate 0.22% among 300,000; AID 1663;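 active = mean replicate score, as percent of positive control, at or above 50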
PolyA inhibitor – inhibitors of polyadenylation in S. cerevisiae. calls only at 12 µM. AID 1875. S. cerevisiae SKY197-pL101 polyadenylation reporter, beta-gal luminescence; efflux-impaired pdr1/pdr3 knockout yeast; score 100 = 6 SD above DMSO. hit rate 0.02% among 300,000;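 active = lowest replicate activity score at least 50, where 100 means six control SD above control mean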;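 also: yeast exposed to compound for 9 h at 30 °C; higher score means more reporter readthrough which indicates perturbed polyadenylation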
HSP90 refold inh – HSP90 refolding inhibition in rabbit reticulocyte lysate. luciferase refolding luminescence, 3 h. inhibition, % at 5.6 µM. hit rate 0.91% among 290,000;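 active = inhibition above the screen-wide mean plus 3 SD, computed separately per campaign, cut at about 16% in these data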;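 also: 0% = DMSO wells and 100% = 60 µM geldanamycin wells; inhibitors lower the luminescence because luciferase stays unfolded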
AI-2 QS modul – modulators of Vibrio harveyi AI-2 quorum sensing system. Vibrio harveyi JMH597 AI-2 luminescence/OD600 ratio, 9 h; active compounds read low; strain lacks LuxN and CqsS sensors; 0 = neutral-control median. hit rate 0.4% among 300,000. activity change, % at 7.5 µM; in the data active = activity change below about -75%, passing the limit was not always enough;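 also: luminescence divided by OD600 gain over 9 h not by final OD600 alone; inactives centre near 13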
HSF1 activator – increases HSF-1 driven luciferase reporter signal; hit rate 1.7% among 300,000; activation, % at 9 µM; NIH3T3-HGL HSF-1 luciferase reporter, MG132, 8 h; 100% = twice DMSO control signal; AID 504408;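 active = mean replicate activation of at least 50% with a set share of replicates each reaching 50%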;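 also: 0% = median of the neutral control wells and 100% = twice that signal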
HSF1 inh – HSF1 inhibition; hit rate 0.77% among 300,000; activity change, negative = inhibition, % at 7.5 µM (by protocol); NIH3T3-HGL HSE-luciferase, MG132-induced, luminescence 8 h; active compounds read low; AID 2098;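 active = more than half of replicate wells show activity change below -50%, luminescence cut by over half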;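 also: luciferase reports HSF-1 transcriptional activity via heat shock element; 0% = median of DMSO wells and -100% = zero luminescence signal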
Starred values were filed as active, the others as inactive; i = inactive; nt = no result given.

#	Structure	GSK3A inh	DYRK1A inh	HDAC3 inh	GSK3B inh	Platelet DG rel
1	NC(=O)c1cccc(C(N)=O)n1	1	0	1	3	6
2	CC(C)(C)c1nnc(NC(=O)c2cc(-c3ccccc3)nc3ccccc23)s1	-3	-4	9	-2	-4
3	CCOc1ncccc1C(=O)Nc1nc(C(C)(C)C)cs1	-3	5	4	5	-3
4	[O-][n+]1onc2c1CCC1N(O)C(c3ccccc3)CC21O (stereo not drawn)	-2	1	5	2	-1
5	CC(C)CC(NC(=O)c1ccccc1)C(=O)N/N=C/c1ccco1 (stereo not drawn)	-2	-1	4	3	4
6	CCCc1ccc2oc(C(=O)NCc3nnc(C)o3)c(C)c2c1	nt	-1	-4	-1	-7
7	Cc1ccc(NCc2nnc(SCC(=O)N(Cc3ccccc3)C(C)(C)C)o2)c(C)c1	-2	-1	6	-1	12
8	O=C1c2ccccc2S(=O)(=O)c2cc(N3CCN(c4ccccn4)CC3)ccc21	-7	6	-1	-5	3

#	PolyA inhibitor	HSP90 refold inh	AI-2 QS modul	HSF1 activator	HSF1 inh
1	i	-2	-20	-11	-1
2	i	-1	48	7	3
3	i	-2	18	6	-1
4	i	-4	28	-7	-4
5	i	1	19	-1	-5
6	i	0	9	24	8
7	i	2	23	10	8
8	i	nt	34	-7	-1

The list goes on.
#	Structure	GSK3A inh	DYRK1A inh	HDAC3 inh	GSK3B inh	Platelet DG rel
9	Cc1ccc(/C=c2\s/c(=C(/C#N)C(=O)N3CCCC3)n(Cc3ccco3)c2=O)s1	-1	0	9	2	-1
10	COc1ccc([C@H]2/C=C\CN(C(=O)C3CCCC3)[C@@H](C)C(=O)N2Cc2ccc(F)cc2)cc1	-2	nt	6	0	-4
11	CN(CC(=O)Nc1ccccc1Cl)C(=O)c1ccc(-c2cccc(C(F)(F)F)c2)o1	3	2	1	1	11
12	CC(=O)c1ccc(N(CC(=O)NC2CCCC2)C(=O)CNC(=O)c2ccco2)cc1	0	-4	3	0	-5
13	CCS(=O)(=O)N1CCC(C(=O)NCCCN2CCC(Cc3ccccc3)CC2)CC1	-3	nt	-4	-1	1
14	COc1ccc2oc(=O)cc(CN3CCOCC3)c2c1	nt	40	4	-1	2
15	CCOc1ccc(N(CC(=O)Nc2ccccc2C(=O)N2CCCC2)S(C)(=O)=O)cc1	-3	-4	-2	0	9
16	CCCCC(=O)N1CCCC(C)C1 (stereo not drawn)	8	-2	-3	1	4

#	PolyA inhibitor	HSP90 refold inh	AI-2 QS modul	HSF1 activator	HSF1 inh
9	i	12	5	90*	50
10	i	nt	32	nt	2
11	i	nt	2	1	7
12	i	-2	24	-3	0
13	i	-1	9	-12	6
14	i	-2	-6	-7	-7
15	i	-5	19	7	-2
16	i	2	26	-7	1

Next section.
#	Structure	GSK3A inh	DYRK1A inh	HDAC3 inh	GSK3B inh	Platelet DG rel
17	O=C(C[n+]1cc(-c2ccc(F)cc2)n2c1CCC2)Nc1nc(-c2ccccc2)cs1	2	-2	4	-7	-15
18	S=c1[nH]nc(-c2cccc(Cl)c2)n1CCN1CCCCC1	0	-6	-5	3	3
19	CCOC(=O)C1(CC)NC(c2ccco2)C2C(=O)N(c3ccc(C)cc3)C(=O)C21 (stereo not drawn)	-1	11	0	2	-3
20	Cc1nc(SCC(=O)CC(=O)OC(C)C)c(C#N)c(C)c1C	-4	-2	2	1	0
21	CC1(C)NC(=O)N(CC(=O)O)C1=O	0	7	1	-1	0
22	O=C(CSc1ccccn1)Nc1cccc([N+](=O)[O-])c1	-1	nt	-3	-3	7
23	Cc1cccc(NC(=O)CCNS(=O)(=O)c2cccc3nsnc23)c1	2	-4	-3	0	1
24	NC(=O)Nn1c(CCC(=O)O)ccc1-c1ccc(Br)cc1	-2	-2	-4	-1	1

#	PolyA inhibitor	HSP90 refold inh	AI-2 QS modul	HSF1 activator	HSF1 inh
17	i	5	34	7	7
18	i	0	22	9	5
19	i	3	14	6	-7
20	i	-3	-8	9	6
21	i	-3	1	-10	-5
22	i	7	26	2	2
23	i	1	35	-5	-2
24	i	1	26	17	3

More records:
#	Structure	GSK3A inh	DYRK1A inh	HDAC3 inh	GSK3B inh	Platelet DG rel
25	Cc1ccc(Nc2nc(NCCO)nc3c2cnn3C)cc1Cl	-2	-1	7	3	6
26	COc1ccccc1C(=O)NCCOc1ccc(C(C)(C)C)cc1	-1	nt	0	2	9
27	CC(=O)Nc1ccc(S(=O)(=O)NCc2ccc(C(=O)N3CCOCC3)cc2)cc1	-3	nt	-5	2	11
28	O=C(Nc1ccc(Br)cc1Br)C1CC(=O)N(Cc2ccccc2)C1 (stereo not drawn)	-1	-1	2	4	0
29	O=C(O)C(Cc1c[nH]c2ccccc12)NS(=O)(=O)c1ccc2ccccc2c1 (stereo not drawn)	-4	-1	1	0	-3
30	CC(=O)Oc1ccc(C(=O)Nc2cccc(NC(=O)c3ccco3)c2)cc1	1	-5	3	-5	9
31	NC(=O)c1ccccc1N(Cc1ccccc1)S(=O)(=O)c1ccccc1	0	4	3	0	2
32	CCOC(=O)c1ccc(NC(=O)Cn2nnc(-c3ccccc3F)n2)cc1	0	2	-7	-1	10

#	PolyA inhibitor	HSP90 refold inh	AI-2 QS modul	HSF1 activator	HSF1 inh
25	i	2	-11	3	-8
26	i	0	20	3	8
27	i	-4	13	5	1
28	i	-2	-7	8	2
29	i	-7	5	-5	1
30	i	-4	20	-6	-11
31	i	5	-1	-15	-6
32	i	0	-67	-18	-8

Remaining list, next part:
#	Structure	GSK3A inh	DYRK1A inh	HDAC3 inh	GSK3B inh	Platelet DG rel
33	COCCN(C(=O)CNC(=O)c1ccco1)C(C(=O)NC1CCCC1)c1ccccc1F (stereo not drawn)	-1	-5	0	1	9
34	COc1ccc(CC(=O)Nc2nc3n(n2)C(c2ccccc2)CC(=O)N3)cc1OC (stereo not drawn)	-1	6	-5	-4	-3
35	O=C(COC(=O)c1ncc(Cl)c(Cl)c1Cl)Nc1cccnc1Cl	-2	19	7	5	-11
36	O=C(CSc1nc(=O)n2ccccc2n1)Nc1ccc2c(c1)OCCO2	0	nt	9	4	26
37	Cc1cnc(C(=O)OCC(=O)Nc2ccc(C)c(S(=O)(=O)N3CCCCCC3)c2)cn1	0	0	3	3	-1
38	CC(=O)Oc1ccc(C(=O)Nc2ccccc2C(=O)N2CCCC2)cc1	0	-1	2	0	-1
39	CC(=O)N1CCN(C(=O)CCC(=O)O)CC1	-3	6	nt	0	-28
40	Cc1ccc(S(=O)(=O)N(Cc2ccccc2)Cc2ccco2)cc1	12	5	6	2	11

#	PolyA inhibitor	HSP90 refold inh	AI-2 QS modul	HSF1 activator	HSF1 inh
33	i	1	12	4	-6
34	i	-2	-16	-5	1
35	i	nt	13	-22	-15
36	i	nt	25	-13	-6
37	i	1	31	-5	-5
38	i	-4	16	8	0
39	i	11	24	-4	-7
40	i	3	30	41	8

Next part
#	Structure	GSK3A inh	DYRK1A inh	HDAC3 inh	GSK3B inh	Platelet DG rel
41	COc1cc(C(=O)CSc2nccn2C)cc(OC)c1OC	-1	2	0	-1	12
42	COc1ccc(N2Cc3ccccc3/C2=N\C(=O)Nc2ccccc2)cc1	-2	8	3	-3	13
43	CS(=O)(=O)N1CCCC(C(=O)NCc2ccc(F)cc2Cl)C1 (stereo not drawn)	-1	-2	3	-1	-1
44	Cc1ccc(C(C)C)c(OCCSc2nc3ccccc3n2CC(=O)O)c1	-5	-5	-6	9	2
45	Cc1ccc(C)c(NC(=O)C2CC(O)CN2C(=O)OCc2ccccc2)c1 (stereo not drawn)	1	3	-5	0	0
46	O=C(CN1CCc2cc3c(cc2C1)OCCCO3)Nc1ccc(S(=O)(=O)N2CCCC2)cc1	-1	3	2	6	-4
47	O=c1nc(N2CCOCC2)nc(N/N=C/c2ccc3c(c2)OCO3)[nH]1	-2	0	1	1	-7
48	CC(C)Oc1ccc(CCc2nnc(SCC(=O)O)n2-c2ccccc2)cc1	-3	-6	-1	0	-2

#	PolyA inhibitor	HSP90 refold inh	AI-2 QS modul	HSF1 activator	HSF1 inh
41	i	-6	26	6	5
42	i	-1	12	13	-1
43	i	-6	20	0	-3
44	i	0	15	-7	1
45	i	1	25	-22	-5
46	i	-2	10	12	-6
47	i	-1	29	-2	-8
48	i	-1	3	-3	-8

More structures follow.
#	Structure	GSK3A inh	DYRK1A inh	HDAC3 inh	GSK3B inh	Platelet DG rel
49	COc1ccc(OC)c(S(=O)(=O)NNC(=S)Nc2ccc3c(c2)OCO3)c1	0	10	11	2	7
50	COc1cccc(/C=N/NC(=O)CCC(=O)Nc2ccc(Br)cc2)c1	1	-4	-2	-5	-5
51	COc1cccc(N2CCN(S(=O)(=O)c3cccc4nsnc34)CC2)c1	-2	1	0	1	-9
52	CC(NC(=O)c1cc(S(=O)(=O)N2CCOCC2)ccc1N1CCCC1)c1ccc(Cl)c(Cl)c1 (stereo not drawn)	-1	8	nt	-1	5
53	O=C(O)c1cc(N2C(=O)C3C4C=CC(C4)C3C2=O)ccc1NCc1cccnc1 (stereo not drawn)	-2	2	11	-4	8
54	Cc1cc(C)c2c(N)c(C(=O)Nc3c(C)n(C)n(-c4ccccc4)c3=O)sc2n1	-2	0	-9	-1	-6
55	O=C1c2cccc3cc([N+](=O)[O-])cc(c23)C(=O)N1CCN1CCCC1	nt	-2	nt	-5	-1
56	O=C(CCCn1nnnc1CN1CCOCC1)N1CCC(c2ccc(F)cc2)C1 (stereo not drawn)	1	-2	0	2	9
57	Cc1ccc(OCC(O)Cn2c3ccccc3c3ccccc32)cc1 (stereo not drawn)	-3	1	-2	0	-10

#	PolyA inhibitor	HSP90 refold inh	AI-2 QS modul	HSF1 activator	HSF1 inh
49	i	-4	-3	7	1
50	i	0	5	-7	-4
51	i	1	14	0	-1
52	i	nt	15	-31	-13
53	i	-3	4	0	-4
54	i	-6	2	10	-3
55	i	2	20	61*	32
56	i	3	-4	-14	-8
57	i	-1	14	10	8

Among those listed so far, these contain a COOH group.
#	Structure	GSK3A inh	DYRK1A inh	HDAC3 inh	GSK3B inh	Platelet DG rel
21	CC1(C)NC(=O)N(CC(=O)O)C1=O	0	7	1	-1	0
24	NC(=O)Nn1c(CCC(=O)O)ccc1-c1ccc(Br)cc1	-2	-2	-4	-1	1
29	O=C(O)C(Cc1c[nH]c2ccccc12)NS(=O)(=O)c1ccc2ccccc2c1 (stereo not drawn)	-4	-1	1	0	-3
39	CC(=O)N1CCN(C(=O)CCC(=O)O)CC1	-3	6	nt	0	-28
44	Cc1ccc(C(C)C)c(OCCSc2nc3ccccc3n2CC(=O)O)c1	-5	-5	-6	9	2
48	CC(C)Oc1ccc(CCc2nnc(SCC(=O)O)n2-c2ccccc2)cc1	-3	-6	-1	0	-2
53	O=C(O)c1cc(N2C(=O)C3C4C=CC(C4)C3C2=O)ccc1NCc1cccnc1 (stereo not drawn)	-2	2	11	-4	8

#	PolyA inhibitor	HSP90 refold inh	AI-2 QS modul	HSF1 activator	HSF1 inh
21	i	-3	1	-10	-5
24	i	1	26	17	3
29	i	-7	5	-5	1
39	i	11	24	-4	-7
44	i	0	15	-7	1
48	i	-1	3	-3	-8
53	i	-3	4	0	-4

Only part of the results is shown, so the mix of outcomes need not match the whole.
